Source: PubChem (National Center for Advancing Translational Sciences (NCATS))
Nrf2 inh: Nrf2 pathway inhibition; AID 504444; Potency, µM (top dose mostly 46 µM), for the others: top-dose activity change, negative = inhibition, hits mostly inhibitors; A549 ARE-Fluc reporter, luciferase luminescence, 18-24 h; 2.1% of 360,000 active; also: potency is read from the fitted curve at half-maximal effect; % is scaled to controls: 0 for no effect and ±100 for the full control effect; nearly all actives have a fitted effect of over 60% in size
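Nrf2 function is reported as luminescence of an ARE-controlled luciferase in A549 cells. Compounds were tested at several concentrations, and a CellTiter-Fluor read on the same wells flagged cytotoxicity.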
TGFb SMAD3 inh: TGF-b pathway inhibition | HepG2 CAGA-GFP TGF-b/SMAD3 reporter, GFP fluorescence, 18 h; TGF-beta stimulated, 500 pg/mL final | Potency, µM (doses to about 46.1 µM), for inactives: top-dose activity, negative = inhibition, usual class: inhibitors | 1.2% of 410,000 active | AID 588855; also: potency is read from the fitted curve at half-maximal effect; % is scaled to controls: 0 for no effect and ±100 for the full control effect; nearly all actives have a fitted effect of over 65% in size
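HEPG2 CAGA-GFP reporter cells (1000/well, DMEM with 1% FBS) received compounds, then recombinant TGF-beta at 500 pg/mL final for 18 hours at 37 degrees C. Per-cell GFP summed per well was normalised to unstimulated and stimulated DMSO controls before curve fitting.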
Nrf2 activator: activates Nrf2 signaling; AREc32 ARE-luciferase reporter (MCF7-derived line), luminescence, 24 h; Potency, µM (highest dose often 46.1 µM), inactives show at the highest dose activation, actives largely listed as activators; 0.31% of 410,000 active; AID 624171; also: potency is read from the fitted curve at half-maximal effect; % of control where 0% means no effect; nearly all actives have a fitted effect of over 65% in size
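ARE activation measured as luciferase luminescence (Steady-Glo, 30 min RT) in AREc32_Fluc cells after 24 hr compound exposure at 37 deg C, 5% CO2; cells seeded overnight at 1000/well in OPTI-MEM, 5% FBS.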
S2 tox: cell viability loss in ATXN counter-screen | Potency, µM (highest dose often 56.7 µM), usual class: cytotoxic | AID 651635 | S2 cells (HEK-293 line with an ATXN2-luciferase reporter) viability, CellTiter-Fluor protease fluorescence, 24 h | 0.49% of 400,000 active; also: potency is read from the fitted curve at half-maximal effect; nearly all actives have a fitted effect of over 40% in size
A549 tox: kills or reduces viability of A549 cells in Nrf2 counter-screen | A549 ARE-Fluc cells, CellTiter-Fluor viability, 18-24 h | Potency, µM (series often up to 46 µM), for inactives: top-dose activity change, negative = cytotoxicity, most hits filed as inhibitors | 0.16% of 390,000 active; also: potency is read from the fitted curve at half-maximal effect; % is scaled to controls: 0 for no effect and ±100 for the full control effect
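A549 ARE-Fluc cells in 5% FBS OPTI-MEM, 5000 cells/well, rested 2 h then exposed to compounds in concentration-response for 18-24 h at 37 °C. Viability by CellTiter-Fluor fluorescence (Ex 405/Em 525) after 30 min; luciferase luminescence (BugLite, 15 min, RT) read afterwards.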
MCF10A rereplic: induces DNA re-replication in MCF 10a normal breast cells; MCF 10A DNA re-replication, Hoechst nuclear intensity, 48 h; Potency, µM (highest dose often 46.1 µM), for the others: top-dose activity, positive = re-replication, actives largely listed as activators; 2.9% of 350,000 active; AID 624296; also: potency is read from the fitted curve at half-maximal effect; % of control where 0% means no effect; nearly all actives have a fitted effect of over 50% in size
ATXN2 expr inh: ATXN2 expression inhibition; 0.72% of 360,000 active; Potency, µM (top dose mostly 57 µM), for the others: top-dose activity change, negative = inhibition, hits mostly inhibitors; AID 1745845; HEK-293 ATXN2-luciferase reporter, luminescence, 24 h; also: potency is read from the fitted curve at half-maximal effect; % is scaled to controls: 0 for no effect and ±100 for the full control effect; nearly all actives have a fitted effect of over 55% in size
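ATXN2-luciferase reporter cells (luciferase flanked by upstream and downstream ATXN2 gene portions) were treated 24 h at 37 °C with compounds at up to 57 uM. SteadyGlo luminescence gave expression; GF-AFC fluorescence gave viability.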
IL1B secr inh: inflammasome signaling inhibition, IL-1 beta readout | 4.7% of 360,000 active | AID 743279 | THP-1 LPS/ATP IL-1B secretion, AlphaLISA, 16 h; active compounds read low | activity change, % at 57.5 µM; in the data active = activity change below about -50%; inconclusive = mostly about -30% to -49%; also: % is scaled to controls: 0 for no effect and ±100 for the full control effect
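Secreted IL-1B measured by AlphaLISA bead assay after 16 h compound exposure of THP-1 cells; compounds (final up to 57.5 uM) added 1 h before LPS (250 ng/mL) and ATP (1.25 mM) stimulation; lower signal means less secretion.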
HepG2 viability: HepG2 cytotoxicity, counter-screen for TGF-b inhibitors; HepG2 CAGA-GFP viability, ATP luminescence, 18 h; Potency, µM (highest dose often 46.1 µM), for inactives: top-dose activity change, negative = cytotoxicity, usual class: cytotoxic; 0.76% of 410,000 active; AID 588856; also: potency is read from the fitted curve at half-maximal effect; some results filed as inactive show a strong effect at the top dose
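HepG2 CAGA-GFP cells (1000/well, DMEM with 1% FBS) received compound, then TGF-beta at 500 pg/mL final, and were incubated 18 hours at 37 degrees C. Viability was read by CellTiter-Glo luminescence. Media-only wells were set as complete cell-killing and DMSO as no toxicity.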
* hit, by the source's call; i = inactive; ? = inconclusive; nt = not tested or not shown; & = joins results of further samples; [ ] = another dose, or the depositor's remark. Unless noted, calls follow the shape of the dose curve; as a rule, active = well fitted curve in the direction sought with a large enough effect; inconclusive = small, poorly fitted or top-dose-only effect, or another doubt; inactive = no such curve, though single readings can be large; an effect the other way counts as inactive or inconclusive.

SMILES	Nrf2 inh	TGFb SMAD3 inh	Nrf2 activator	S2 tox	A549 tox	MCF10A rereplic	ATXN2 expr inh	IL1B secr inh	HepG2 viability
Cn1c(N2CCN(S(=O)(=O)c3ccc(F)cc3)CC2)nc2ccccc21	?	1%	0.4%	i	-3%	17%	-11%	0	-17%
O=C(Nc1ccc(N2CCN(C(=O)c3ccco3)CC2)cc1)c1ccc(F)cc1	-24%	-19%	4.2%	i	-7%	17%	-17%	-20	-16%
CC(NC(=O)CCc1cn(Cc2ccccc2Cl)c2ccccc12)c1ccccc1 (stereo not given)	?	?	2.3%	nt	-6%	nt	nt	nt	-41%
COc1ccccc1-c1noc(CCCC(=O)Nc2cc(C)ccc2C)n1	2%	-15%	3.5%	nt	1%	nt	nt	nt	-32%
COc1ccc(C(=O)N2CCCC(c3nc(-c4cccs4)no3)C2)cc1 (stereo not given)	10%	-16%	3.4%	i	0%[1.84 µM]	-4%	-15%	-21	-23%
CC(C)[C@H](NC(=O)c1ccco1)C(=O)OCC(=O)N(C)c1ccccc1	?	5%	0.4%	i	11%	-5%	nt	8	37%
C/C(=N\NC(=O)c1cccc(C)c1)c1ccc(N2CCOCC2)cc1	-6%	-11%	0.3%	i	-16%	30%	1%	7	2%
O=S(=O)(c1ccc(F)cc1)N1CCC2(CC1)OCCO2	-9%	11%	-0.4%	i	1%	-4%	-6%	-16	-1%
CSc1ccc(CN2CCC(Oc3ccc(C(=O)N4CCCC4)cc3)CC2)cc1	14%	-26%	3.0%	?	0%	15%	-24%	1	-62%
c1ccc(CSc2nc3ccccc3[nH]2)cc1	25%	-24%	2.3%	i	1%	4%	29%	-1	-14%
COc1ccccc1CNc1ccc(Br)cn1	-15%	-1%	4.9%	nt	1%	3%	54%[activator]	-5	-5%
CCOC(=O)C(C)Sc1ncc(OC)c(Sc2ccc(Cl)cc2)n1 (stereo not given)	11%	9%	0.2%	i	-6%	?	-16%	29	-13%
COc1cccc(Cn2c(=O)n(CC3CCC(C(=O)N4CCCCC4)CC3)c(=O)c3sccc32)c1 (stereo not given)	?	?	-0.2%	?	0%	nt	?	nt	-30%
COc1ccc(C(=O)NC(=S)NCC2CCCO2)cc1 (stereo not given)	20%	7%	3.1%	i	1%	-3%	39%[activator]	-11	1%
CCOC(=O)c1ccc(NC(=O)c2c(NCc3sccc3C)sc3c2CCCCC3)cc1	nt	97%[activator]	17%	i	-2%	nt	-19%	nt	23%
COc1ccc(C2C=C(c3cccc(OC)c3)Nc3c(C(=O)Nc4ccccc4)cnn32)cc1 (stereo not given)	-18%	1%	2.8%	i	4%	nt	?	nt	1%
COc1ccccc1NC=C1C(=O)OC(C)(C)OC1=O	?	?	0.3%	i	8%	-1%	0%	-13	-2%
O=C(Nc1ccc(F)cc1)C(Cc1ccccc1)n1cccc1 (stereo not given)	-29%	-11%	-0.4%	i	3%	-9%	-22%	-9	-8%
CCN1C(=O)C(Cc2nc3ccccc3c(=O)n2-c2ccc(OC)cc2)c2cc(C)ccc21 (stereo not given)	-22%	0%	1.5%	i	-7%	nt	-8%	nt	-7%
O=C(Nc1cccc(-c2csc(Nc3cccc(C(F)(F)F)c3)n2)c1)c1ccccc1	?	?	-2.0%	25µM*	-17%	?	?	4	-9%
O=C(C1CCN(S(=O)(=O)c2cccs2)CC1)N1CCN(c2ccccc2)CC1	-27%	4%	0.2%	nt	-30%	-1%	nt	14	-4%
Cc1cccc(Cc2nnc(CCC(=O)N3CCCC(CN4CCOCC4)C3)o2)c1 (stereo not given)	29%	2%	-0.4%	?	3%	-2%	1%	35	-4%
Cc1cc(C)n(Cc2ccc(C(=O)Nc3cccc(Br)c3)o2)n1	23µM*	9%	0.3%	i	?	0%	12%	?	-20%
COC(=O)c1c(NC(=O)c2cccs2)sc2c1CCCC2	?	13%	19%	i	-2%	7%	106%[activator]	-2	-10%
CC(Oc1ccc(Cl)cc1)C(=O)NNC(=S)NC(=O)c1ccco1 (stereo not given)	?	-22%	-0.6%	i	-7%	?	?	73	-47%
CC(C)(C)c1nc(NCC2CCCO2)c2nnn(Cc3ccccc3)c2n1 (stereo not given)	?	-15%	0.1%	i	-4%	19%	-12%	28	2%
CC(=O)c1cccc(Nc2nc(-c3cccc([N+](=O)[O-])c3)cs2)c1	?	-16%	?	?	-8%	?	5%	-1	-3%
CCCN(CCC)S(=O)(=O)c1ccc(NS(=O)(=O)c2ccc(F)cc2)cc1	?	0%	-1.0%	i	-1%	?	-7%	0	-9%
CC(C)N(CCCNC(=O)c1ccc(CS(=O)(=O)c2c(Cl)cccc2Cl)o1)Cc1ccccc1	6%	3%	-0.5%	i	-4%	4%	8%	-5	-1%
O=C(C1=C(O)C(=O)N(CCN2CCOCC2)C1c1ccccn1)c1cccs1 (stereo not given)	6%	-10%	0.4%	i	-5%	12%	3%	3	-26%
O=C(Nc1nncs1)c1c(F)c(F)c(F)c(F)c1F	-8%	-7%	8.2%	?	-2%	-2%	17%	2	-14%
CC(C)Oc1ccc(CCc2nnc(SCC(=O)O)n2-c2ccccc2)cc1	20%	-1%	-0.2%	i	-3%	-24%	-3%	32	-6%
C[C@H](NS(=O)(=O)c1ccc(Cl)c(Cl)c1)C(=O)OCc1cc(=O)n2cc(Br)ccc2n1	-4%	-5%	-0.3%	i	3%	1%	38%	16	7%
COc1ccc(N2CCN(C(=O)c3cc(NS(=O)(=O)c4ccc(F)cc4)ccn3)CC2)cc1	-15%	-15%	-0.3%	i	-6%	nt	4%	nt	-5%
Cn1ccnc1-c1nnn(-c2ccc(Cl)c(Cl)c2)n1	7%	-1%	0.8%	i	5%	?	6%	0	-15%
O=C(NCCCO)c1ccc2[nH]c3c(c2c1)CCCC3	nt	0%	0.5%	?	-4%	-1%	35%[activator]	-7	19%
COc1ccc(C(=O)CCC(=O)Nc2ccc(C)c(Cl)c2)cc1	nt	-2%	-0.1%	i	3%	nt	4%	nt	4%
CC(C)c1ccc(/C=c2\sc3n(c2=O)C(N)=C(C#N)C(c2ccc(C(C)C)cc2)C=3C(N)=O)cc1 (stereo not given)	4%	-13%	2.6%	?	-2%	1.3µM*	-21%	30	-8%
O=C(CCn1c(=O)c2cccn2c2cccnc21)N1CCN(c2cccc(Cl)c2)CC1	-27%&3%	?	4.5%&9.5%	i	-3%&-2%	15%	?	23	3%&-15%
Cc1nc(NC(=O)C2CCCCC2C(=O)O)sc1C (stereo not given)	26%	1%	-0.4%	i	0%	0%	2%	38	2%
Cc1ccc(S(=O)(=O)N2CCN(C(=O)COC(=O)c3cncc(Br)c3)CC2)c(C)c1	2%	12%	-0.5%	i	7%	1%	2%	1	-4%
CN(Cc1nc2ccccc2c(=O)[nH]1)c1ccccc1	1%	-12%	-0.2%	?	-5%	7%	0%	20	0%
Cc1ccc(-c2cc(C(=O)Nc3ccc(S(=O)(=O)Nc4onc(C)c4C)cc3)c3ccccc3n2)cc1	11%	0%	0.8%	i	-10%	-1%	14%	-8	0%
CC(C)c1cc(NC(=O)CSc2nnc(-c3ccccc3F)n2C)on1	6%	-9%	0.2%	i	-14%	-2%	-1%	14	-20%
Cc1nc2ccc(S(=O)(=O)NC(C(=O)NC3CCCC3)C(C)C)cc2s1 (stereo not given)	-9%	-6%	-1.1%	i	2%	15%	-12%	14	-10%
COCCNC(=S)N(CCc1c(C)[nH]c2ccc(C)cc12)Cc1cc(OC)c(OC)c(OC)c1	-9%	-22%	7.5%	?	-17%	-8%	-12%	-7	-1%
O=C(Nc1cc([N+](=O)[O-])ccc1O)c1ccc2c(c1)C(=O)N(Cc1ccco1)C2=O	19%	115%[activator]	2.7%	i	-15%	1%	0%	30	12%

Sorted by formula weight (lowest first): some entries from above.
SMILES	Nrf2 inh	TGFb SMAD3 inh	Nrf2 activator	S2 tox	A549 tox	MCF10A rereplic	ATXN2 expr inh	IL1B secr inh	HepG2 viability
CN(Cc1nc2ccccc2c(=O)[nH]1)c1ccccc1	1%	-12%	-0.2%	?	-5%	7%	0%	20	0%
O=C(NCCCO)c1ccc2[nH]c3c(c2c1)CCCC3	nt	0%	0.5%	?	-4%	-1%	35%[activator]	-7	19%
O=C(Nc1nncs1)c1c(F)c(F)c(F)c(F)c1F	-8%	-7%	8.2%	?	-2%	-2%	17%	2	-14%
COc1ccc(C(=O)CCC(=O)Nc2ccc(C)c(Cl)c2)cc1	nt	-2%	-0.1%	i	3%	nt	4%	nt	4%
Cc1nc2ccc(S(=O)(=O)NC(C(=O)NC3CCCC3)C(C)C)cc2s1 (stereo not given)	-9%	-6%	-1.1%	i	2%	15%	-12%	14	-10%
COCCNC(=S)N(CCc1c(C)[nH]c2ccc(C)cc12)Cc1cc(OC)c(OC)c(OC)c1	-9%	-22%	7.5%	?	-17%	-8%	-12%	-7	-1%
Cc1ccc(S(=O)(=O)N2CCN(C(=O)COC(=O)c3cncc(Br)c3)CC2)c(C)c1	2%	12%	-0.5%	i	7%	1%	2%	1	-4%
Cc1ccc(-c2cc(C(=O)Nc3ccc(S(=O)(=O)Nc4onc(C)c4C)cc3)c3ccccc3n2)cc1	11%	0%	0.8%	i	-10%	-1%	14%	-8	0%
C[C@H](NS(=O)(=O)c1ccc(Cl)c(Cl)c1)C(=O)OCc1cc(=O)n2cc(Br)ccc2n1	-4%	-5%	-0.3%	i	3%	1%	38%	16	7%

Not a hit list; about 8.8% have a hit in one of these screens.
